From PubChem
RBX1-CUL1 inh = human ROC1-CUL1 E3 ligase inhibition | in vitro K48 di-Ub FRET, acceptor:donor ratio, 45 min | 0.6% of 140,000 active | P62877+Q13616 | inhibition, % at 10 µM; in the data active = inhibition above about 25%
Target sequence (P62877 whole entry, looked up): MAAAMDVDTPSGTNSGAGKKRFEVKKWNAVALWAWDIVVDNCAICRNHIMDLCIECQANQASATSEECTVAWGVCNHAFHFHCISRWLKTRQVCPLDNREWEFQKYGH
Target sequence (Q13616 whole entry, looked up): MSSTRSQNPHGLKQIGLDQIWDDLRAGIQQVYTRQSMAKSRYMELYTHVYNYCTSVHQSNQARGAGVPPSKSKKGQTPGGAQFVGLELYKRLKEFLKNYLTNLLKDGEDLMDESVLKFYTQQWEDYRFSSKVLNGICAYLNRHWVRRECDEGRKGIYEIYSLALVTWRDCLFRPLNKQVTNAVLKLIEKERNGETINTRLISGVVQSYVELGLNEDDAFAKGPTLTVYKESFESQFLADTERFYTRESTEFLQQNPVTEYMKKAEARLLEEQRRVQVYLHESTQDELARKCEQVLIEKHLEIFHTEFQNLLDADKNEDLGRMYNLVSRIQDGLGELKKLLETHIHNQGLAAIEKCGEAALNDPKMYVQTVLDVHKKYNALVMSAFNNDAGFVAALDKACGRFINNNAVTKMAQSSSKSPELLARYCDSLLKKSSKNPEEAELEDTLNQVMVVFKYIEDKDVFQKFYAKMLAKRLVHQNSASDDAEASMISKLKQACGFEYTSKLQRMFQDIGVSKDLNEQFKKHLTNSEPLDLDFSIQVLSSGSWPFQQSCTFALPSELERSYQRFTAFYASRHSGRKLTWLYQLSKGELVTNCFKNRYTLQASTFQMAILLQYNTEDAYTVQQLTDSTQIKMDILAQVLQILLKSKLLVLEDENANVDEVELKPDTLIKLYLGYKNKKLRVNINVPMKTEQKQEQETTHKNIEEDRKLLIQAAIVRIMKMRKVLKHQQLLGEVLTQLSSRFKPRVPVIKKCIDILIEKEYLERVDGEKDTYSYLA
An asterisk follows results filed as active; & = joins results of further samples. A portion of the library (hit frequency here may not be typical).

mol,RBX1-CUL1 inh
C/C(=N\O)C1CCC2C3CC=C4CC([N+](C)(C)C)CCC4(C)C3CCC12C (configuration not stated),-9
O=C(Cc1cccc2ccccc12)Nc1ccccc1Br,10
Cc1ccc(-c2noc(-c3nnn(CC(=O)Nc4cccc(C(F)(F)F)c4)c3N)n2)cc1,-1
CCOc1ccc(CNCCN(C)C)cc1Cl,0
Cc1ccc(C(C)C)c(OCC(=O)Oc2ccc(=O)n(-c3ccccc3)n2)c1,7
O=C1c2ccccc2C(=O)c2c1cccc2S(=O)(=O)Nc1cccc(Cl)c1,-8
Clc1ccc(Cn2c(-c3cncs3)nc3ccccc32)c(Cl)c1,9
COc1ccc(C2(C(=O)N3CCCC3)CCCC2)cc1OC,1
Cc1cccc(N2CC(c3nc4ccc(C)cc4[nH]3)CC2=O)c1 (configuration not stated),-15
COc1ccc(/C=C(\C#N)c2nc3ccccc3s2)cc1[N+](=O)[O-],1
O=C1c2ccccc2C(O)(c2ccccc2)N1CCc1ccccc1 (configuration not stated),-15
C=CCN(CC=C)C(=O)c1cc(-c2ccc(C)cc2)nc2ccc(Br)cc12,11
CCN(CC)CCn1cnc2c(=O)oc3ccccc3c21,8
CC(C)N1CSC(=S)N(Cc2ccccc2)C1,5
Cc1ccc(NC(=O)Nc2cccs2)c(C)c1,-5
CCOC(=O)c1cc(-c2ccc(F)cc2)n(CCC(=O)NCc2ccc(C)cc2)c1C,0
Fc1ccccc1N1CCN(c2nccn3nc(-c4ccc(Br)cc4)cc23)CC1,-6
Cc1cc(S(=O)(=O)Nc2ccc(O)c(Sc3nc4ccccc4s3)c2)ccc1Cl,12
CCOC(=O)c1c(NC(=S)Nc2ccc(Cl)cc2)sc2c1CCCC2,0
COc1cc(C)c(Cl)cc1S(=O)(=O)NCc1ccco1,-8
CCN1CCN(C(=O)c2nn(C)cc2Br)CC1,-1
OC(C#CC12CC3CC(CC(C3)C1)C2)c1ccccn1 (configuration not stated),12
CCC(=O)Nc1ccc(Cl)c(NC(=O)c2ccccc2F)c1,-5
O=C(O)CCCCCNS(=O)(=O)c1ccc(Cl)c(C(F)(F)F)c1,5
CCOC(=O)c1ccc(N2C(=O)C(CC(=O)Nc3ccc(F)cc3)N(NC(=O)c3ccc(OC)cc3)C2=S)cc1 (configuration not stated),-5
CCCC(=O)N1CCN(S(=O)(=O)c2ccc(OC)cc2)CC1,-6
O=c1[nH]c(SCc2ccccc2)nc2sc3c(c12)CCCC3,3
OC1C[C@@H]2[C@@H](/C=C/C3(COc4cccc(Cl)c4)OCCO3)[C@H](O)C[C@@H]2O1 (some centres not stated),9
CCN(CC)c1ccc(/C=C(\C#N)C(=O)N2CCN(c3ccccc3)CC2)cc1,-2
Cc1nn2c(=O)cc(COC(=O)c3cccc(NC(=O)COc4ccc(C)c(C)c4)c3)nc2s1,-11
COC(=O)[C@@H]1C[C@H](C(=O)NCCCc2ccccn2)[C@H](c2ccccc2F)N1C,-1
Cc1cccc(CN2CCCC3(CCN(C4CCOCC4)C3)C2=O)c1 (configuration not stated),-4
Nc1nc(-c2ccccc2Cl)cs1,1
CCCCN(C)CCNC(=O)c1ccc2c(=O)n(CCc3ccccc3)c(=O)[nH]c2c1,1
COc1ccccc1CC(=O)Nc1ccc(Cc2ccc(NC(=O)Cc3ccccc3OC)c(C(=O)O)c2)cc1C(=O)O,-4
COc1ccc(NCc2nnc(SCC(=O)Nc3ccc(Cl)cc3)o2)cc1,8
O=[N+]([O-])CC(c1cccs1)c1c(-c2ccc(Cl)cc2)[nH]c2ccccc12 (configuration not stated),0
COc1cc(Cl)ccc1NC(=O)c1cc([N+](=O)[O-])cc([N+](=O)[O-])c1,6
CC(C)(C)c1ccc(C(=O)Nc2nnc(-c3ccco3)s2)cc1,2
COc1ccccc1Cn1nccc1NC(=O)Cn1nc(C)c(C(C)=O)c1C,4
Cn1nnc2cc(NC(=O)Nc3nccs3)ccc21,1
Cc1cc2ccccc2n2c(SCC(=O)Nc3cccc(C(F)(F)F)c3)nnc12,1
CC(Oc1ccccc1)C(=O)N1CCCC1 (configuration not stated),-7
CN1CCC(N(C)CC2CCCN(CCc3ccc(F)cc3)C2)CC1 (configuration not stated),-2
Cc1ccc(NC(=O)C2(N(Cc3ccco3)C(=O)c3ccccc3F)CCCCC2)cc1Br,-4
Cc1ccc(NC(=O)CSc2nnc(COc3ccc(Cl)cc3)o2)cc1,7
Cc1ccccc1C(=O)NCC(=O)N=Nc1c(O)n(CCC#N)c2ccccc12,1
CN1C(=O)C2=NC(=O)C=NC2N(C)C1=S (configuration not stated),5
COc1cccc(/C=N/NC(=O)C(C)n2nnc3ccccc32)c1 (configuration not stated),6
CC(=O)CC(c1ccccc1)C1C(=O)Oc2cccnc2C1=O (configuration not stated),6
CCCCNC(=O)NS(=O)(=O)c1cnccc1Sc1c(Cl)ccc(C)c1Cl,8
Cc1ccc(N2NC(=O)/C(=C/c3ccccc3OCc3ccccc3)C2=O)cc1,7
COc1cc(C2c3c(n[nH]c3C)OC(=N)C2C#N)cc(OC)c1OC (configuration not stated),-3
CCN(CC)S(=O)(=O)c1ccc2nc(NC(=O)c3cncc(Br)c3)sc2c1,1
Cn1ncc(N2CCN(C(=O)C3=CC(=O)CC(C)(C)O3)CC2)cc1=O,8
S=C(N/N=C/c1ccccc1Cl)N1CCOCC1,9

Continued:
mol,RBX1-CUL1 inh
CCCN(c1ccc(C(C)C)cc1)S(=O)(=O)c1ccc2c(c1)n(C)c(=O)c(=O)n2C,-10
CCOC(=O)c1c(C)n(C)c2ccc(O)c(O)c12,10
Cn1c(=O)c2ncn(CC(=O)Nc3ccc(N4CCOCC4)c(Cl)c3)c2n(C)c1=O,-7
CCOC(=O)c1cc(S(=O)(=O)N2CCN(c3ccc(C)cc3C)CC2)[nH]n1,1
CCc1c(C)nc2sc3c(=O)[nH]c(=O)[nH]c3c2c1C,-3
CCOC(=O)c1[nH]c(C#CC(C)(C)O)c(C(=O)OCC)c1C,-2
Cc1ccc(-c2c(CN3CCN(c4cc(Cl)ccc4C)CC3)csc2C)cc1,-3
C=C(C)CN(CC)Cc1nc(-c2cccc(C)c2)oc1C,-4

No new results follow: an excerpt of the list.
mol,RBX1-CUL1 inh
CCCCNC(=O)NS(=O)(=O)c1cnccc1Sc1c(Cl)ccc(C)c1Cl,8
Cc1ccc(N2NC(=O)/C(=C/c3ccccc3OCc3ccccc3)C2=O)cc1,7

(further entries)
mol,RBX1-CUL1 inh
COC(=O)c1ccc(NC(=O)CC2C(=O)N(c3cccc(OC)c3)C(=O)N2C(C)C)cc1 (configuration not stated),0
CCOCCCNC(=O)Cc1ccc(Br)cc1,-1
Cc1nnc(SCC(=O)N2c3ccccc3Sc3ccccc32)n1N,9
O=C(Nc1cc(F)ccc1F)N1CCC(CN2CCOCC2)CC1,-3
Cc1cccc(-n2ncc(C(=O)N3CCN(C(=O)c4ccco4)CC3)c2C2CCN(C(=O)OC(C)(C)C)CC2)c1,-3
CCOC(=O)c1cccc(NC(=O)c2cn(-c3cccc(OC)c3)c(=O)c3ccccc23)c1,-3
Cc1cc(C)n(CCN(C)C(=O)CC2(c3ccccc3Cl)CC(=O)N(C3CCCC3)C2=O)n1 (configuration not stated),-1
O=c1c2c3c(sc2nc(SCc2c(Cl)cccc2Cl)n1-c1ccccc1)CCCC3,-14

Quoted at random: 6 records from the list
mol,RBX1-CUL1 inh
COC(=O)c1ccc(NC(=O)CC2C(=O)N(c3cccc(OC)c3)C(=O)N2C(C)C)cc1 (configuration not stated),0
O=c1c2c3c(sc2nc(SCc2c(Cl)cccc2Cl)n1-c1ccccc1)CCCC3,-14
Cc1nnc(SCC(=O)N2c3ccccc3Sc3ccccc32)n1N,9
Cc1cccc(-n2ncc(C(=O)N3CCN(C(=O)c4ccco4)CC3)c2C2CCN(C(=O)OC(C)(C)C)CC2)c1,-3
Cc1cc(C)n(CCN(C)C(=O)CC2(c3ccccc3Cl)CC(=O)N(C3CCCC3)C2=O)n1 (configuration not stated),-1
CCOC(=O)c1cccc(NC(=O)c2cn(-c3cccc(OC)c3)c(=O)c3ccccc23)c1,-3

(continued)
mol,RBX1-CUL1 inh
CC(=O)c1cccc(NS(=O)(=O)N(C)C)c1,4
OCCNc1nnnn1-c1ccccc1,7
O=C(CSc1cn(CCNC(=O)c2c(F)cccc2F)c2ccccc12)Nc1ccc(F)cc1,-22
C=CCn1nnc(NC(=O)Cc2ccc(Cl)cc2)n1,3
CC(=O)CC(Sc1ccc(Cl)cc1)c1ccccc1 (configuration not stated),6
CC12CS(=O)(=O)CC1SC(=S)N2c1ccccc1 (configuration not stated),6
COc1cc(SC)ccc1C(=O)N1CCN(c2cccc(Cl)c2)CC1,-1
CC(C)(C)C(=O)N1CCCC1C(=O)Nc1ccccc1 (configuration not stated),2
CC(CCn1cccn1)NC(=O)Cn1ncc(N2CCCC2)cc1=O (configuration not stated),0
Cc1cc(C)c2nc(N(Cc3cccnc3)C(=O)CCOc3ccccc3)sc2c1,3
O=C(NCc1cccs1)C1CCN(C(=O)N2CCOc3ccc(Cl)cc32)CC1,2
CCOC(=O)c1c(NC(=O)CSc2ncccn2)sc2c1CCCC2,7
CC(=O)Nc1ccc(-n2c(C)cc(C=C3C(=O)c4ccccc4C3=O)c2C)cc1,5
COc1ccc(/C=N/N2C(=O)c3ccccc3C2=O)cc1O,-11
COCc1noc(Cn2ncc(N3CCCCC3)cc2=O)n1,-4
Cc1cc(C)c(C#N)c(SCN(Cc2ccccc2)C2CC(=O)N(c3ccccc3)C2=O)n1 (configuration not stated),-10
Cc1cccc2c1OC(=O)C(C(c1ccc(N(C)C)cc1)C1C(=O)Oc3c(C)cccc3C1=O)C2=O (configuration not stated),92*
CSc1ccc(CCNC(=O)c2ccc(-c3nc(COc4ccccc4)c(C)o3)cc2)cc1,2
Cc1ccc(S(=O)(=O)Nc2cccc(F)c2)cc1C(N)=O,1
Cc1cccc(-c2nc(SCC3=Nc4c(F)cccc4C(=O)C3)n[nH]2)c1,-1
COc1cc(/C=N\NC(=O)c2sc(N)nc2C)cc(Br)c1O,4
CCOC(=O)CSc1nnc(-c2sc3nnc(-c4ccccc4)c(-c4ccccc4)c3c2N)o1,6
CCOC(=O)[C@@H]1C(c2c(OC)cc(OC)cc2OC)=NO[C@@H]1C(=O)OCC,-3
Cc1ccc(S(=O)(=O)n2nc(C)c(S(=O)(=O)N3CCCCCC3)c2C)cc1,0

3 entries out of the list above, ordered by the number in RBX1-CUL1 inh, falling:
SMILES | RBX1-CUL1 inh
Cc1cc(S(=O)(=O)Nc2ccc(O)c(Sc3nc4ccccc4s3)c2)ccc1Cl | 12
COC(=O)c1ccc(NC(=O)CC2C(=O)N(c3cccc(OC)c3)C(=O)N2C(C)C)cc1 (configuration not stated) | 0
O=c1c2c3c(sc2nc(SCc2c(Cl)cccc2Cl)n1-c1ccccc1)CCCC3 | -14

(cont.)
mol,RBX1-CUL1 inh
Cc1ccc(-n2cc(C(=O)OCc3ccc(F)c(F)c3)c3ccccc3c2=O)cc1,9
Cc1ccccc1CNS(=O)(=O)c1ccc(N2CCCC2=O)cc1,9
Cc1ccc(N(CC(=O)N2CCC(C)CC2)S(C)(=O)=O)cc1C,11
CCCNC(=O)c1cnn(-c2ccc(C)c(C)c2)c1C1CCN(C(=O)OC(C)(C)C)CC1,-8
CCC(C1=NN2C(=N)/C(=C\c3ccc(OC(=O)c4ccco4)cc3)C(=O)N=C2S1)c1ccccc1 (configuration not stated),-6
COc1cc(OC)cc(C(=O)N2CCN(C(=O)COc3ccc(C)cc3)CC2)c1,-5
Cc1ccc(C(O)(c2ccccc2)c2ccccc2)c2ccccc12,-4
CCS(=O)(=O)Nc1ccc(C(=O)N2CCN(c3ccccc3F)CC2)cc1,-1
CCOC(=O)c1c(C(C)(C)C)oc2cc(Br)c(OCc3ccccc3F)cc12,5
Cc1cccc(NC(=O)CN2C(=O)S/C(=C\c3ccccn3)C2=O)c1,5
Cc1ccc(Cl)cc1N1CCN(C(=O)C2CCN(Cc3nc(-c4ccc(Cl)cc4)oc3C)CC2)CC1,-5
COC(=O)c1cccc(COC(=O)c2ccc(N(C)C)cc2)c1,9
Cc1ccccc1CNC(=O)Cn1cc2c(n1)-c1c(oc(C(=O)N3CCCC3)c1C)CC2,-3
CC1CCc2c(cc(-c3ccccc3)n2-c2ccc(C(=O)NC(C)C)cc2)C1 (configuration not stated),-9
CCOc1ccc(-n2c(SCC(=O)NCC3CCCO3)nc3c([nH]c4ccccc43)c2=O)cc1 (configuration not stated),-23
O=C(NCCc1ccccc1)c1ccc2c(c1)CCN2S(=O)(=O)c1ccc(Cl)cc1,-4
CCN(CC)C(=O)Cn1cc(C(=O)N2CCN(Cc3cccs3)CC2)nn1,-5
COc1cccc2c1NC(=O)CC2=O,-8
COc1ccc(CNC(=O)CCn2cccn2)cc1,0
CCOc1ccc(Cl)cc1S(=O)(=O)N1CCCC(C)C1 (configuration not stated),1&2
CCc1ccc(OCc2nnc(SCC(=O)Nc3ccc(Cl)cc3Cl)o2)cc1,2
O=S1OC(/C=C/c2ccccc2)C(c2ccccc2)O1 (configuration not stated),0
O=C(NC1CCCCCC1)c1ccc(CN2CCCCC2)cc1,2
Cc1ccccc1N1CCN(C2CCCN(C(=O)c3ccc4c(c3)no[n+]4[O-])C2)CC1 (configuration not stated),-2
Cc1cc(C)n(Cc2ccc(C(=O)NCc3cccs3)o2)n1,-3
CCCN(CCC)S(=O)(=O)c1ccc(NS(=O)(=O)c2cc(Cl)ccc2Cl)cc1,3
CN1CCN(c2nnc3n2-c2cc(Cl)ccc2Sc2ccccc2-3)CC1,-1
CSc1ccc2c(c1)CCN(Cc1cnc(S(C)(=O)=O)n1CC1CCCO1)C2 (configuration not stated),6
CCOc1ccc2nc(NC(N)=NS(=O)(=O)c3ccc(C)cc3)nc(C)c2c1,4
O=C(/C=C/c1c(Cl)cccc1Cl)NCCCn1ccnc1,3
CCN(CC)C(=O)N1CCCC1=Nc1ccc(Cl)cc1,-1
CC(C)(C)c1cc(-n2c(-c3ccccc3O)nc3ccccc32)cc(C(C)(C)C)c1O,0
